# Screens as filed in PubChem BioAssay.
# CCHF vOTU inh – blocks the CCHF virus ovarian tumor domain protease; CCHFV vOTU protease, Pep-AMC fluorescence; inhibition, % at 11.5 µM; 370,000 compounds, 0.55% hits; AID 651958; in the data active = inhibition above about 30%; also: 0% = vehicle wells with enzyme and 100% = no enzyme wells
# BoNT-A LC inh2 – inhibitors of Botulinum neurotoxin A light chain protease; AID 588499; inhibition, % at 10 µM; multiplex microsphere protease substrate cleavage, flow cytometry; 360,000 compounds, 0.17% hits; also: plate controls were buffer without enzyme for full effect and enzyme alone for no effect
# DUSP3 inh – blocks human VHR1 dual specificity phosphatase; 290,000 compounds, 0.52% hits; inhibition, % at 13.3 µM; P51452; recombinant VHR phosphatase, pNPP absorbance; in the data active = inhibition above about 50%; also: some compounds called inactive have numbers as strong as hits
# Target sequence (P51452 whole entry, looked up): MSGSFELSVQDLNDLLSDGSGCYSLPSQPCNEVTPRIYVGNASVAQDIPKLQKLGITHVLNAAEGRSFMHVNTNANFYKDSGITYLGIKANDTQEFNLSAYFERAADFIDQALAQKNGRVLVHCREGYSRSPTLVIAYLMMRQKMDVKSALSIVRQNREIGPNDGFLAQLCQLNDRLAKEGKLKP
# TcdB GH inh – TcdB glycohydrolase inhibition; 350,000 compounds, 0.24% hits; inhibition, % at 9.99 µM; AID 652162; TcdB glycohydrolase enzymatic assay, plate reader; in the data active = inhibition above about 10%
# SARS 3CLpro inh – SARS-CoV 3CLpro protease inhibition. 290,000 compounds, 0.14% hits. inhibition, % at 6 µM. P0C6X7. recombinant SARS-CoV 3CLpro, quenched FRET peptide cleavage. AID 1706; in the data active = inhibition above about 12%
# Vc quorum ag – inducers of Vibrio cholerae quorum light production without autoinducers; V. cholerae BH1578 lux reporter, luminescence, 6 h; activation, % at 18.7 µM; 350,000 compounds, 0.16% hits; in the data active = activation mostly above about 9.7%, no sharp cut-off; inconclusive = no clear call, values can overlap the other calls; inactive = mostly below about 3.7%; also: not every result past the cut was called active; inactives centre near 0; reference of the scale not given here
# Y pestis TopoI – Y. pestis Topo-I inhibition via cleavage products | 360,000 compounds, 0.064% hits | activity, % at 10 µM | Y. pestis Topo-I cleavage product accumulation, plate reader; in the data active = activity above about 50%, passing the limit was not always enough; inconclusive = no clear call, values can overlap the other calls; also: inactives centre near 2
# PfHsp40 yeast – rescue of PfHsp40-mediated yeast toxicity; growth rescue, % at 12.5 µM; S. cerevisiae expressing PfHsp40, growth rescue, ATP luminescence; 340,000 compounds, 0.68% hits; in the data active = growth rescue above about 28%, passing the limit was not always enough; inconclusive = no clear call, values can overlap the other calls;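 also: yeast W303a lacking pdr1 and pdr3 grown in galactose medium; growth measured after three days at 30 °C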
# SSB-PriA inh – blocks PriA binding to SSB C-terminal tail; AlphaScreen SSBct-PriA binding, biotinylated peptide; inhibition, % at 33 µM; 430,000 compounds, 0.6% hits; in the data active = inhibition mostly above about 37%, no sharp cut-off; inactive = mostly below about 20%;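 also: plate controls were negative control peptide for no effect and reference peptide for full effect; strong numbers were not always called active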
# Anthrax LF inh2 – blocks Bacillus anthracis lethal factor protease. inhibition, % at 10 µM. P15917. 360,000 compounds, 0.12% hits. multiplex microsphere protease cleavage assay, LF; also: plate controls were buffer without enzyme for full effect and enzyme alone for no effect
# Target sequence (P15917 whole entry, looked up): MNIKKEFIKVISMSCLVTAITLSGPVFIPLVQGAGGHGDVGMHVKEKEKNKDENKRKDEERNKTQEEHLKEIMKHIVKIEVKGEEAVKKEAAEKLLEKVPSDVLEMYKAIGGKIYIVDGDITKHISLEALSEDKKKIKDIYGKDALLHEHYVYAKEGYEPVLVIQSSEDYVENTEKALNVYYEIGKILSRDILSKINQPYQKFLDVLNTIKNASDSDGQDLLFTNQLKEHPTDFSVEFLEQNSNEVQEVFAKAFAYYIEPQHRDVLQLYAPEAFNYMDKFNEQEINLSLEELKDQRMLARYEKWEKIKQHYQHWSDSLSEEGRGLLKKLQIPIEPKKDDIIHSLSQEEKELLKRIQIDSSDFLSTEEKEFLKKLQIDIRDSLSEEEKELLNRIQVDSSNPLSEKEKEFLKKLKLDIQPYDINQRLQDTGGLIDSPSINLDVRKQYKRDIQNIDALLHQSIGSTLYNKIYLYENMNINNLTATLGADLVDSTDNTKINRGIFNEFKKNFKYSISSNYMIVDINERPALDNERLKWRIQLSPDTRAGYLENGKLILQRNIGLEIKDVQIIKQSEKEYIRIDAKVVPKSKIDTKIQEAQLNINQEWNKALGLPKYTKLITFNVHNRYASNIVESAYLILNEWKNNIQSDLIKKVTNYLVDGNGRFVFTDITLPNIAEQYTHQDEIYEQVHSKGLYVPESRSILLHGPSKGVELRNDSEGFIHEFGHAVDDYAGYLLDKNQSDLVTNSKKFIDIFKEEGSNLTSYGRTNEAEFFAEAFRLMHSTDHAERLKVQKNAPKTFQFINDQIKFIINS
# * = called active by the depositor; i = inactive; ? = inconclusive; nt = not tested or not shown. Rule as the data show it, unless noted: active = inhibition above about 30%; inconclusive = no clear call, values can overlap the other calls; inactive = below that. Some of the compounds tested; rates above refer to the full screens.
canonical_smiles,CCHF vOTU inh,BoNT-A LC inh2,DUSP3 inh,TcdB GH inh,SARS 3CLpro inh,Vc quorum ag,Y pestis TopoI,PfHsp40 yeast,SSB-PriA inh,Anthrax LF inh2
COC(=O)c1sc(S(=O)(=O)N2CCCCC2C)c(C(=O)OC)c1C (stereo not given),12.7,-0.4,nt,2.1,nt,-0.6,11.2,-0.8,-23.3,-4.3
O=C(Cc1cccc2ccccc12)N/N=C/c1ccc(O)c([N+](=O)[O-])c1,-5.8,3.8,-5.7,0.7,0.6,-0.4,7.0,-0.8,nt,9.2
CN(C)c1ccc(NC2=C([N+](=O)[O-])CS(=O)(=O)C2)cc1,13.6,-2.7,46.4,nt,-0.8,i,-7.5,0.4,4.6,-3.7
Cc1ccc(S(=O)(=O)N2CC3(O)CN(C(=O)OC(C)C)N(C(=O)OC(C)C)CC3(OC(=O)NCc3ccco3)C2)cc1 (stereo not given),12.7,-0.6,nt,0.8,nt,-0.4,17.8,nt,nt,-4.3
Cc1ccc(C)c(Cn2c(=O)n(C)c(=O)c3sccc32)c1,-4.4,-3.6,34.8,0.2,-4.3,-0.4,-10.1,-0.5,5.6,7.4
CCOCC(=O)N1CCN(c2ccccc2OC)CC1,10.9,-1.3,31.2,0.4,0.1,-0.3,12.7,-0.1,-10.2,-2.6
CC1(C)Cc2cccc(OCC(=O)N3CCN(c4cccc(Cl)c4)CC3)c2O1,14.3,-0.1,nt,-1.5,nt,i,36.2,7.4,-14.6,-2.6
C=C[C@@H]1c2ccccc2N(S(=O)(=O)c2ccc(C)cc2)[C@H](c2ccccc2C(F)(F)F)C1(C#N)C#N,-1.6,0.2,nt,0.0,nt,i,-4.1,-0.7,-6.4,-5.3
CN(C(=O)Cn1nnc(-c2ccc(F)cc2)n1)C1CCS(=O)(=O)C1 (stereo not given),-2.8,-0.2,nt,-2.8,nt,i,6.1,0.0,-1.6,2.8
COc1ccc(N(CC(=O)O)S(=O)(=O)c2ccc(OC)c(OC)c2)cc1,-17.6,-0.3,22.8,nt,-0.6,3.8,-3.3,-0.6,-14.0,-1.7
O=c1[nH]cnc2ccccc12,-0.3,0.1,13.4,0.4,1.4,-0.5,0.9,-0.9,-7.8,-1.5
CC(C)(C)n1nnnc1C(c1cc2ccccc2o1)N1CCCCC1 (stereo not given),0.1,0.5,nt,1.9,nt,nt,nt,nt,nt,3.4
CCN1C(=O)/C(=C\N2CCCCCC2)SC1=S,14.8,-0.1,20.0,nt,0.2,i,6.4,-0.7,0.6,-0.8
CCOc1ccc(/C=N/NC(=O)CNC(=O)c2ccc(S(=O)(=O)N3CCOCC3)cc2)cc1,-16.4,0.2,28.6,1.4,3.1,-0.3,17.2,-0.4,nt,-0.8
CCOc1ccc(NC(=O)CN(C)C(=O)c2ccc(N3CCOCC3)c([N+](=O)[O-])c2)cc1OCC,-3.4,1.9,33.3,0.9,3.9,-0.3,0.5,-0.8,-0.4,-0.3
CC(C)(C)NC(=O)c1cc(F)c(F)cc1Cl,1.0,-0.8,14.6,nt,0.2,i,7.4,-0.9,-22.8,-1.6
COc1ccc(/C(C)=N/NS(=O)(=O)c2cc(C)ccc2C)c(OC)c1,-2.1,-1.2,8.6,1.8,-0.6,-0.2,7.8,0.5,nt,-2.2
COCCNCc1nc2sc(C)c(-c3ccccc3)c2c(=O)[nH]1,28.3,-0.1,3.5,0.7,1.7,-0.3,10.4,-0.3,-6.8,-3.2
Oc1csc(Cc2nc(-c3ccc4ccccc4c3)cs2)n1,-7.0,-0.9,34.0,nt,-0.2,-0.2,-1.0,0.2,-21.4,2.3
C=CCNC(=S)/N=c1\sccn1C,-1.2,-0.3,-8.9,nt,-0.8,i,6.9,-1.4,nt,-4.3
CCc1nc2c(OCC(=O)C(C)(C)C)cccn2c1N(C)C(=O)Nc1ccccc1OC,-7.0,0.2,nt,0.0,nt,-0.1,4.1,nt,nt,-3.4
Cc1c(NC(=O)CSc2cccc3cccnc23)c(=O)n(-c2ccccc2)n1C,-3.4,0.8,-6.0,nt,-1.6,nt,-1.0,5.3,96.0*,-3.8
O=C(/C=C/c1ccccc1)Nc1cc(S(=O)(=O)N2CCOCC2)ccc1N1CCCC1,-4.3,-0.6,5.4,nt,0.8,-0.2,3.5,-0.5,-8.2,0.9
CCCN1CCOC(CC(=O)Nc2ccc([N+](=O)[O-])cc2)C1=O (stereo not given),2.2,-0.3,24.5,1.1,-1.5,0.2,-0.5,1.4,-17.7,0.7
CCOC(=O)[C@]12CCC=C1N(CCC1=CCCCC1)C(=O)[C@H](CC(=O)N1CCCC1)C2,9.0,-0.1,nt,0.0,nt,nt,nt,nt,nt,-2.2

canonical_smiles,CCHF vOTU inh,BoNT-A LC inh2,DUSP3 inh,TcdB GH inh,SARS 3CLpro inh,Vc quorum ag,Y pestis TopoI,PfHsp40 yeast,SSB-PriA inh,Anthrax LF inh2
CN1CCCCC1CCN1c2ccccc2Sc2ccc(S(C)=O)cc21 (stereo not given),-7.1,0.0,25.6,-0.4,0.4,0.6,2.6,-0.2,3.1,-3.4
CC1(C)CC(=O)C2=C(C1)Nc1ccccc1NC2,17.8,0.3,3.1,0.7,-0.1,-0.2,-1.3,1.1,-8.4,-3.3
COC(=O)c1ccc(COc2ccccc2/C=N/O)o1,-5.2,0.3,-4.3,0.5,3.7,-0.4,2.0,nt,i,12.3
Nc1c2c(nc3sc4c(c13)CCCCC4)CCCCC2,18.6,-1.0,-3.8,-2.2,0.3,-0.3,6.8,4.7,0.2,-4.3
Cc1ccoc1C(=O)N1CCCC(CO)(Cc2ccc(F)cc2)C1 (stereo not given),14.6,1.7,15.0,0.4,0.1,-0.3,13.1,0.8,-6.0,0.9
C/C=C/C=N/Nc1nc(-c2ccc([N+](=O)[O-])cc2)cs1,19.9,-0.9,-8.5,1.1,1.5,-0.3,-5.6,-1.3,nt,-2.0
O=C(NCc1nnc2c(C(F)(F)F)cc(Cl)cn12)c1ccc(Br)o1,10.8,0.3,3.7,2.0,-0.8,i,-7.3,-1.2,-8.4,-1.2
COc1ccc(/C=N/NC(=O)c2c([N+](=O)[O-])c(C)nn2C)cc1,3.5,-0.5,-2.7,0.5,-1.8,-0.3,1.3,-0.7,nt,-0.5
C=CCNc1nc(C(=O)OCC(=O)Nc2cc(S(C)(=O)=O)ccc2Cl)cs1,3.1,8.9,nt,1.2,nt,i,-5.3,nt,-3.5,-1.0
COc1cccc(Nc2nc3ccc(OC)cc3s2)c1,-5.0,-0.3,22.7,0.7,2.5,i,-9.7,23.7,-15.0,-2.0
COc1ccc2c(CC(=O)Nc3nnc(C4CC4)s3)coc2c1,8.7,3.8,-8.7,nt,0.6,i,6.4,-0.1,-4.6,2.2
O=C(N/N=C/c1ccco1)c1ccccn1,17.4,-1.2,17.7,nt,4.0,i,-3.7,0.0,nt,-0.9
Cc1cc(NC(=O)c2cc(C(C)(C)C)oc2C)no1,3.3,-2.7,14.4,1.0,-2.6,i,1.6,1.3,-11.7,12.5
O=C(NCc1cccc(Cl)c1)C1CCN(S(=O)(=O)c2ccc(F)cc2)CC1,6.5,0.6,-19.8,0.5,2.3,-0.5,18.6,0.7,-11.8,-1.2
Cc1ccc(-c2cc(-c3ccc(C)cc3)[n+](-c3ccc(C(=O)[O-])cc3)c(-c3ccc(C)cc3)c2)cc1,-2.3,0.2,nt,-0.8,nt,i,13.3,1.5,nt,1.2
COc1cc(NC(=O)CN(c2ccc(C)cc2)S(=O)(=O)c2c(C)noc2C)cc(OC)c1,20.7,0.2,2.2,-0.3,3.9,i,-1.9,0.6,-4.7,-2.9
CCN(CC)S(=O)(=O)c1ccc(NC(=O)c2ccc(NS(C)(=O)=O)cc2)cc1,10.6,-0.6,-0.2,nt,-8.5,i,4.5,0.3,-6.4,-3.1
CCC(=O)NC(=S)Nc1ccccc1C(=O)NC1CCCCC1,-17.8,-0.7,-3.9,nt,-0.5,i,-3.5,-0.3,-14.7,-3.2
CNC(=O)c1ccc2c(c1)nnn2C,-2.9,0.6,-0.9,nt,2.1,2.5,0.6,0.4,-12.3,0.6
Cc1ccc(C(=O)/C=C2/NC(=O)CS2)cc1,8.3,-0.4,16.1,nt,-5.3,-0.2,2.5,0.8,-4.3,1.8
COc1ccccc1N(C)S(=O)(=O)c1ccc(C(=O)OCC(=O)NCc2ccco2)cc1,9.4,-0.4,14.0,nt,3.3,i,0.0,2.0,13.3,0.9
COc1cc2c(cc1OC)/C(=C/C(=O)c1ccc(NC(C)=O)cc1)NCC2,13.6,-0.9,17.0,0.4,-5.9,i,10.4,0.1,nt,-3.1
O=C(Nc1cccc(C(F)(F)F)c1)C1Cc2c(-c3cccc(F)c3)ccnc2O1 (stereo not given),12.6,0.3,nt,-0.8,nt,-0.5,7.8,nt,nt,-6.7
O=S1(=O)CC(N2CCCC2)CN1Cc1ccc(F)cc1 (stereo not given),-9.8,1.2,nt,1.5,nt,nt,nt,nt,nt,1.5
CNC(=O)Cn1ncc2c(C)n(Cc3ccc(C)cc3)c(C)c2c1=O,5.0,-0.5,7.1,nt,-1.5,-0.6,7.4,0.2,6.6,-1.0

canonical_smiles,CCHF vOTU inh,BoNT-A LC inh2,DUSP3 inh,TcdB GH inh,SARS 3CLpro inh,Vc quorum ag,Y pestis TopoI,PfHsp40 yeast,SSB-PriA inh,Anthrax LF inh2
O=c1c2ccccc2sc2nc(C3CCCCC3)n(Cc3ccco3)c(=O)c12,8.5,0.6,3.5,nt,2.0,-0.3,12.1,0.8,11.2,-15.1
O=C(Nc1nccs1)c1ccc(N2C(=O)C3CCCCC3C2=O)cc1 (stereo not given),1.0,-0.3,21.5,-2.6,2.2,-0.3,-1.3,1.5,-8.3,-0.6
CC(C)(C)c1cc(CN(CCO)CCO)cc(C(C)(C)C)c1O,0.6,0.9,-4.0,nt,-1.9,i,-6.0,-0.8,9.9,-0.8
COc1ccccc1CNc1nc(NCCNC(C)=O)c2sccc2n1,-5.2,-0.2,nt,1.0,nt,-0.5,2.1,nt,nt,-1.1
CCc1ccc(Nc2ccc(C(=O)O)cc2[N+](=O)[O-])cc1,13.5,-4.4,-13.7,0.9,3.5,-0.5,3.8,?,0.9,-2.1
CCOc1ccc(-c2cc(C(=O)Nc3cc(OC)c(OC)c(OC)c3)[nH]n2)c(C)c1,-1.1,-0.7,nt,0.4,nt,-4.5,9.2,nt,nt,-3.2
O=C(c1cc2c(s1)CCCC2)N1CCN(C(=O)C2CCCO2)CC1 (stereo not given),-7.1,0.0,19.1,nt,1.1,i,5.3,0.2,-26.4,-2.5
CC[C@@H]1C=C(C(=O)O)[C@H](c2ccc(Br)cc2)N1S(=O)(=O)c1ccc(C)cc1,19.9,-0.2,nt,4.3,nt,i,7.0,0.0,-5.4,-7.2
C#Cc1ccc([C@@H]2C=C(C(=O)N3CCN(Cc4ccccc4)CC3)O[C@H](OCCCCO)C2)cc1,nt,0.2,24.8,nt,-0.9,-11.1,17.0,-0.4,nt,-4.8
O=c1c(-c2n[nH]c(=S)n2-c2ccccc2)cccn1Cc1cccc(Cl)c1,-0.3,-1.0,13.1,4.4,1.7,1.1,4.5,-1.0,-9.5,-2.5
COc1cccc(NS(=O)(=O)c2csc(C(N)=O)c2)c1,-7.4,-2.3,-16.2,0.5,-4.5,-0.6,5.1,0.2,-6.8,-7.2
CSc1ccc(CN2CCC2(C)C(=O)Nc2ccc(C)c(O)c2)cc1 (stereo not given),3.7,0.1,nt,0.7,nt,-0.6,29.1,nt,nt,-1.7
